mHTT CaM bind – mHTT-calmodulin interaction abrogation; inhibition, % at 15 µM; 3.6% of 190,000 active; AID 1671202; AlphaScreen His-mHTT/GST-CaM binding, luminescence;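 also: 0% = both proteins with DMSO and 100% = one protein alone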
Target sequence (P42858 whole entry, looked up, stated change not applied): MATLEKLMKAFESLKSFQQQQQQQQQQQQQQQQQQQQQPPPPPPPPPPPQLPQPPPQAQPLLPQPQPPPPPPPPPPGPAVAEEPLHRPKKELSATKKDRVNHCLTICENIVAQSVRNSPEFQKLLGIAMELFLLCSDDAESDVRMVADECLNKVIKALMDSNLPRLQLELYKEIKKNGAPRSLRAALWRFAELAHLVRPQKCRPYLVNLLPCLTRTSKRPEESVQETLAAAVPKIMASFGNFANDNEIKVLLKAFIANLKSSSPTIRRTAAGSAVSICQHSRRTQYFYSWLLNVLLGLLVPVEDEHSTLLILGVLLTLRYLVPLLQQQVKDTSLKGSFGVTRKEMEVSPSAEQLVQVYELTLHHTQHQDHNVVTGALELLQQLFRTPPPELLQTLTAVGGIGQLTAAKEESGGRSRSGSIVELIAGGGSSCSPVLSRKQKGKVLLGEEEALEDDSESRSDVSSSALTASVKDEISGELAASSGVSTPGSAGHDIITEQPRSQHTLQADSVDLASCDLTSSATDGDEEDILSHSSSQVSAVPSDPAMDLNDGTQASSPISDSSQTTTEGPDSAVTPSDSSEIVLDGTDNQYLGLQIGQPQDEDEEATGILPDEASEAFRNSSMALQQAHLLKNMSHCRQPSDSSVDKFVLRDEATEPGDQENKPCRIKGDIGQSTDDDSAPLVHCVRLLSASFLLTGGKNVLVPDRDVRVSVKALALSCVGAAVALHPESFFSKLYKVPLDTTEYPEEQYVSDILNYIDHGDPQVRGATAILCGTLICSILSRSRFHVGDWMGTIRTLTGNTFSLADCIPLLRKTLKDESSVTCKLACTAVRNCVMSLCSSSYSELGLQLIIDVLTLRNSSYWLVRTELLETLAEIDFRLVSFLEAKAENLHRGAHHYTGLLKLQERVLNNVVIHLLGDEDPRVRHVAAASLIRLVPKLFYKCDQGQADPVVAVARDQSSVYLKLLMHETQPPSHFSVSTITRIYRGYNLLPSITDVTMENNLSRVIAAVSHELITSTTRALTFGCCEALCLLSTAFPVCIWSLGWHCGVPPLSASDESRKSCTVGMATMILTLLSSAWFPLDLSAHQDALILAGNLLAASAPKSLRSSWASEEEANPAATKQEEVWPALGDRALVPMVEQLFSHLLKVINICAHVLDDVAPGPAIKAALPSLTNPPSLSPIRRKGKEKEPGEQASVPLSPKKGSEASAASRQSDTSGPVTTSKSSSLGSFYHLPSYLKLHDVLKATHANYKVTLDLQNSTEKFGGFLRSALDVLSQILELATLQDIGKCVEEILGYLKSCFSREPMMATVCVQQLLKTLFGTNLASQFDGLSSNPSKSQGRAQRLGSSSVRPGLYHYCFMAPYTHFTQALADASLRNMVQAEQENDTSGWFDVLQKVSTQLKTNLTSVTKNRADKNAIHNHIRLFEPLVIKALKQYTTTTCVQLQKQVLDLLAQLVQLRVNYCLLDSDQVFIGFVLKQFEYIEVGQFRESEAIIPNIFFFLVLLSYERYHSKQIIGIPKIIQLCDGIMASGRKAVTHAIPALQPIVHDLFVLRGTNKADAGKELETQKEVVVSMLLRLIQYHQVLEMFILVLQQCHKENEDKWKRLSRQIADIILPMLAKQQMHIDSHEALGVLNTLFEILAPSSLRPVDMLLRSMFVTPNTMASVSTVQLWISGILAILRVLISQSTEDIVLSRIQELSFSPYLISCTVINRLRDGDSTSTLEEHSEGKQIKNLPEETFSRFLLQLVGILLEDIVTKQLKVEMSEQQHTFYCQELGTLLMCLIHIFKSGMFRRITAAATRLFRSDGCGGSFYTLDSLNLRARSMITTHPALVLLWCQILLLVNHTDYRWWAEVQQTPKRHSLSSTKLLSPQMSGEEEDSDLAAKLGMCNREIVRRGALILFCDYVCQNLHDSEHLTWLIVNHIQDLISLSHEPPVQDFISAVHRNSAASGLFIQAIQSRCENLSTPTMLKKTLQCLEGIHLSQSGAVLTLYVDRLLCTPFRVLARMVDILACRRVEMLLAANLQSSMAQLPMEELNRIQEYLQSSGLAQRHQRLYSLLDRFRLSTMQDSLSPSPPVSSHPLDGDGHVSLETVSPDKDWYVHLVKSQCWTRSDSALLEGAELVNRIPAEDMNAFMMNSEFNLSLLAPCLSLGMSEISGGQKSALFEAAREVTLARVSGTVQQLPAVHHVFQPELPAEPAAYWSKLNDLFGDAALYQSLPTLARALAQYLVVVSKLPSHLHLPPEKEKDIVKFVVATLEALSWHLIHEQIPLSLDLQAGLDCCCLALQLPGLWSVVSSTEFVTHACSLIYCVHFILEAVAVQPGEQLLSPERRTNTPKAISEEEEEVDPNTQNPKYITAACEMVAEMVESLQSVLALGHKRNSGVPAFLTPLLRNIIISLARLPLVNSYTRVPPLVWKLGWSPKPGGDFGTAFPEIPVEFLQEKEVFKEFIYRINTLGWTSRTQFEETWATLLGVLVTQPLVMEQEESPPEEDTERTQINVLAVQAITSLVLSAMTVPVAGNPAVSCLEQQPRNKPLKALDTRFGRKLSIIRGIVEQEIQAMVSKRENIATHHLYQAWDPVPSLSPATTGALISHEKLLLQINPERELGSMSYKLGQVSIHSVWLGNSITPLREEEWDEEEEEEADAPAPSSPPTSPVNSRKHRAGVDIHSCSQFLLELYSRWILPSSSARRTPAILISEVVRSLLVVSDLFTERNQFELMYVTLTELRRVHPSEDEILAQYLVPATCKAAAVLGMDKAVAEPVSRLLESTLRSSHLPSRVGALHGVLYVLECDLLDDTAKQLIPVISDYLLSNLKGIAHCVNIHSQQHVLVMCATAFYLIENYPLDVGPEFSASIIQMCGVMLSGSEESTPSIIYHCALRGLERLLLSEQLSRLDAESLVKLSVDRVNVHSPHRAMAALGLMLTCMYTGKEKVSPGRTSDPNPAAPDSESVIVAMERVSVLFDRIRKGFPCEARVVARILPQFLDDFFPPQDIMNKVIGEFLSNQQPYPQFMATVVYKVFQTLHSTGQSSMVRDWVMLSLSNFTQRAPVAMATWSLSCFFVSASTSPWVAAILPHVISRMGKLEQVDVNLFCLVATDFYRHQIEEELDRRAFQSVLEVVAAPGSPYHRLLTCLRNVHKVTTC
Pf apPOL block – Pf-apPOL DNA polymerase inhibition; Recombinant Pf-apPOL, molecular beacon fluorescence, 1.5 h; inhibition, % at 10 µM; 0.25% of 210,000 active; AID 1794808
* = called active by the depositor; / = not tested or not shown; & = joins results of further samples. Rule as the data show it: active = inhibition above about 50%; inactive = the rest.

Sample of the layout, two compounds:
The line under a structure holds: Pf apPOL block, mHTT CaM bind
O=c1nc2s/c(=C\c3cccc(Cl)c3)c(=O)n2nc1Cc1ccccc1
 : 9, -4
CCc1ccc(C2CC(c3cccc(OC)c3)n3ncnc3N2)cc1 (stereo not drawn)
 : 3, 25

Main list, repeating the preview:
The line under a structure holds: Pf apPOL block, mHTT CaM bind
O=c1nc2s/c(=C\c3cccc(Cl)c3)c(=O)n2nc1Cc1ccccc1
 : 9, -4
CCc1ccc(C2CC(c3cccc(OC)c3)n3ncnc3N2)cc1 (stereo not drawn)
 : 3, 25
Nc1cc(C2CCN(C(=O)c3ccc(Br)o3)CC2)no1
 : -2, -7
COc1ccc(C=CC(=O)N2CCCCC2)c(OC)c1
 : -11, 1
CCCCc1nnc(NC(=O)C2CC(=O)N(CCc3c[nH]c4ccc(F)cc34)C2)s1 (stereo not drawn)
 : 2, 6
Cc1nnc2ccc(S(=O)(=O)N(Cc3ccc(F)cc3)c3ccccc3)cn12
 : 1, 55*
O=C(Cn1nnc(-c2ccc3c(c2)OCO3)n1)Nc1ccc(F)c(F)c1
 : -2, 10
O=C(Cc1csc(NC(=O)c2ccc3c(c2)OCO3)n1)NCCc1c[nH]c2ccccc12
 : -6, 56*
O=C(Nc1cccc(OC(F)(F)F)c1)c1cn2c(n1)COCC2
 : -2, 14
Cc1ccc(C)c(C(=O)NCC2(O)CCCC2)c1
 : -6, 2
CCOCCOCCN(CC)c1ccc(N=Nc2c(C#N)cc([N+](=O)[O-])cc2C#N)c(NC(C)=O)c1
 : -7, /
CCN(CC)c1ccc(C=Nc2ccc(NC(C)=O)cc2)c(O)c1
 : -2, 8
CCCc1ccc(S(=O)(=O)N2CCCN(C3CCN(CC4CC4)C3=O)CC2)cc1 (stereo not drawn)
 : 5, 14
COc1cc(C2CC(c3ccc(Cl)cc3)Nc3nnnn32)cc(OC)c1OC (stereo not drawn)
 : -8, 25
COc1cccc(N(CC(=O)Nc2cccc([N+](=O)[O-])c2)S(=O)(=O)c2ccccc2)c1
 : 2, 17
O=C(O)C(c1ccccc1)C(C(=O)O)c1ccccc1 (stereo not drawn)
 : -1, -7
CNC(=O)c1cc(C)nc2ccc(F)cc12
 : -2, 14
CCCc1c(C)[nH]c2ccc(NC(C)=O)cc2c1=O
 : -12, -1
O=C1CC2(CCN(C(=O)c3ccccc3[N+](=O)[O-])CC2)Oc2ccccc21
 : -8, -10
CC(C)NC(=O)c1cc2nc(-c3cccs3)cc(C(F)(F)F)n2n1
 : -6, -9
O=C(CCN1C(=O)C(=Cc2ccco2)SC1=S)NC12CC3CC(CC(C3)C1)C2
 : -5, 38
CCN(C)C(=O)c1nnc(N2CCN(c3ccccc3F)CC2)c2ccccc12
 : 1, 5
CCc1ccccc1NC(=O)C1(C)Oc2cccnc2N(C(C)C)C1=O (stereo not drawn)
 : 0, -2
CCN(C(=O)C1(S(=O)(=O)c2ccc(Cl)cc2)CC1)c1ccc(C)c(C)c1
 : 0, 2
COC(=O)c1ccc(C=C2Oc3cc(OS(C)(=O)=O)ccc3C2=O)cc1
 : -2, 0
COc1ccccc1N(CC(=O)NC1CC1)S(C)(=O)=O
 : -5, 0
COc1ccc(-c2nc3c4cnn(-c5ccc(C)cc5)c4ncn3n2)cc1OC
 : -5, -1
Cc1onc(-c2ccccc2)c1C(=O)N1CCCCCC1
 : -4, -3
CCN1C(=O)c2ccccc2Oc2ccc(C(=O)N3CCCCCC3)cc21
 : -5, 10
O=C1OC(c2ccc(F)cc2)=N/C1=C\c1cccc(Br)c1
 : 3, 0

The listing continues.
The line under a structure holds: Pf apPOL block, mHTT CaM bind
COc1ccc(C2Nc3ccccc3NC3=C2C(=O)CC(c2cccs2)C3)cc1OC (stereo not drawn)
 : -6, 7
Cc1oc(C2CCN(S(=O)(=O)c3ccc(C(C)C)cc3)CC2)nc1C(=O)N(C)C
 : -5, -5
O[C@H]1CN(CC2CCCCC2)[C@@H](c2ccccc2)C[C@@H]1n1cc(C2CC2)nn1
 : -1, 70*
CNC(=O)C1CC(=O)N(c2ccccc2OC)C1 (stereo not drawn)
 : -8, 3
Cn1c(C2CCN(C(=O)CCCc3ccccc3)C2)nc2cccnc21 (stereo not drawn)
 : 0, 2
CNC(=O)N1CCc2[nH]cnc2C1c1ccncc1 (stereo not drawn)
 : -2, -5
O=C(NCCc1cccc(Cl)c1)c1cccc([N+](=O)[O-])c1
 : -11, 3
O=C(NCc1ccccc1)/C(=C\c1ccccc1)NC(=O)c1ccc(Br)o1
 : -6, -3
CSc1ccc(N2CC(c3nnc(NC(=O)Cc4ccccc4C)o3)CC2=O)cc1 (stereo not drawn)
 : -1, 68*
CC1(CNC(=O)c2cccs2)C2CC3CC(C2)CC1C3 (stereo not drawn)
 : -2, -20
O=C(c1ccccc1C(F)(F)F)N1CCC2(CC1)NC(=O)N(Cc1ccccc1)C2=O
 : -9, 4
Cc1c([N+](=O)[O-])c(C=CN(C)C)nn1C
 : -1, /
O=C1OC(c2cccc(Cl)c2Cl)=N/C1=C\c1ccccc1[N+](=O)[O-]
 : 9, 1
COC(=O)c1ccc(COc2ccc3c(C)cc(=O)oc3c2)cc1
 : -10, 3
CCCn1cnnc1C1CCCN(C(=O)CCc2ccccc2)C1 (stereo not drawn)
 : 1, 0
CCOc1ccc(N2C=C(C#N)S(=O)(=O)c3ccc(F)cc32)cc1
 : -2, -3
CC(C)C(=O)Nc1ccc(NC(=O)c2ccc(COc3ccccc3)cc2)cc1
 : -2, 1
Cc1ccc(C)c(CN2C(=O)NC3(CCN(C(=O)c4nn(C)c5ccccc45)CC3)C2=O)c1
 : 0, 19
CCOC(=O)C1C(C(=O)OC)=C(c2ccc(OC)cc2)c2ccccc2N1S(=O)(=O)C(F)(F)F (stereo not drawn)
 : -6, -8
COc1cccc(N2CCN(C3C4CC5CC(C4)CC3C5)CC2)c1 (stereo not drawn)
 : -3, 8
O=C(CSC1=NC(=O)C(c2ccccc2)C(=O)N1)Nc1ccc(Cl)cn1 (stereo not drawn)
 : -8, 2
COc1ccc(-c2cc(=O)oc3cc4occ(-c5ccc(F)cc5)c4cc23)cc1
 : -7, -8
C1=CCC(CNCCCn2ccnc2)CC1 (stereo not drawn)
 : /, 3
O=C(CCCN1C(=O)c2cccnc2C1=O)Nc1ccc(Cl)c(C(F)(F)F)c1
 : -70, 2
O=C1OC(c2cccc(F)c2)=N/C1=C\c1cccs1
 : 8, 24
CC1=C(C(=O)Nc2ccc(C)cn2)C(c2ccc(F)cc2)C2=C(CC(C)(C)CC2=O)N1 (stereo not drawn)
 : 0, 9
CCc1cccc(NC(=O)C2CCCN(S(=O)(=O)c3ccc(Br)s3)C2)c1 (stereo not drawn)
 : -2, -22
CON=C1CC(c2ccccc2)Oc2ccccc21 (stereo not drawn)
 : -1&-5, /
Cc1noc(-c2ccc(C(C)(C)C)cc2)c1C(=O)N(C)Cc1ccccc1
 : -8, 27
CC(C)(C)c1[nH]nc2c1C(c1ccc(Cl)c([N+](=O)[O-])c1)C(C#N)=C(N)O2 (stereo not drawn)
 : -2, 20

Next section.
The line under a structure holds: Pf apPOL block, mHTT CaM bind
COc1ccc(C(=O)Nc2ccc(N3CCOCC3)cc2)cc1OC
 : 1, 0
CC1CCc2c(sc3nc[nH]c(=O)c23)C1 (stereo not drawn)
 : -2&-5, -1&-6&-4
O=C(NC(Cc1ccc2c(c1)OCO2)C(=O)N1CCCC1C(=O)O)c1ccccc1 (stereo not drawn)
 : -8, -3
Cc1c(-c2ccc(Br)cc2)c(=O)oc2ccc(O)cc12
 : -12, -13
COc1ccccc1C(=O)Oc1ccc2c(=O)c(-c3ccc(Cl)cc3)coc2c1
 : -10, 1
COc1ccc(NC(=O)CNS(=O)(=O)c2ccc(Br)s2)c(OC)c1
 : -5, 1
C(=Nc1ccc(C23CC4CC(CC(C4)C2)C3)cc1)c1ccncc1
 : -3, 15
COc1nccnc1N1CCC(NS(=O)(=O)c2ccc(F)cc2)C1 (stereo not drawn)
 : -1, -6
CCOc1cccc(C(=O)Nc2cccc(NC(=O)c3ccco3)c2)c1
 : 0, 9
COc1cccc(CNC(=O)C2(C)CCCN(C(=O)Nc3ccc(C)c(C)c3)C2)c1 (stereo not drawn)
 : -6, 13
Cc1ccnc(Nc2nc(-c3ccccc3)cs2)c1
 : -3, -3
CCNS(=O)(=O)c1cc(-c2nc(C)cs2)n(C)c1C
 : 1, -2
Cc1noc(C2CN(C(=O)c3ccc(Cn4ccnc4)cc3)C2)n1
 : 8, -6
CCCN1CCc2nc(N3CCN(c4ccccc4F)CC3)ncc2C1
 : -4, 15
CC(C)c1ccc(OCC(=O)N(Cc2ccsc2)Cc2ccccn2)cc1
 : -5, -10
O=C(CSc1nnc(-c2cccnc2)n1-n1cccc1)Nc1cccc(C(F)(F)F)c1
 : -5, 45
CN(C)c1ccc(C(O)c2nc3ccccc3n2Cc2ccccc2)cc1 (stereo not drawn)
 : -7, 50*
CC(=O)NC1C(Oc2ccccc2Cl)OC2COC(c3ccco3)OC2C1O (stereo not drawn)
 : -2, -2
O=C1OC(Nc2ccc(Cl)cc2)c2ccccc21 (stereo not drawn)
 : -6, 4
CC1(C(=O)NCc2ccccc2)CCCN(C(=O)Cc2ccc(F)cc2)C1 (stereo not drawn)
 : 8, -4
O=C(N1CCN(CCn2cccn2)CC1)C1(c2ccc(Cl)cc2)CCCC1
 : -5, 26
CCc1ccc(C2CC(c3ccc(OC)c(OC)c3)n3nc(N)nc3N2)cc1 (stereo not drawn)
 : 2, 2
CN(C)c1ccc(C(=O)N2CCC(c3cc(N)on3)CC2)cc1
 : 0, -8
Cc1cc(Cl)ccc1N1CCN(C(=O)CC(C)C)C(C)C1=O (stereo not drawn)
 : -6, -2
Cc1cc(NC(=O)CSc2nnc(-c3ccco3)c(-c3ccco3)n2)no1
 : -5, 69*
Cc1ccc(CN2CCCN(c3ncccc3-c3nc(C4CC4)no3)CC2)cc1
 : 4, -20
COc1ccc(CCC(=O)N2CCCN(c3ncccc3-c3nc(C)no3)CC2)cc1
 : -1, -7
Cc1cc(C(=O)NC(C)c2ccccc2)nc2cc(-c3ccccc3)nn12 (stereo not drawn)
 : -3, -23
CCCC12CN3CC(C)(CN(C1)C3c1ccc([N+](=O)[O-])o1)C2=O (stereo not drawn)
 : -7, 2
COc1cccc(-c2cc(C3CCN(C(=O)Nc4ccc(OC)cc4C)CC3)[nH]n2)c1
 : 3, 33

Next compounds follow.
The line under a structure holds: Pf apPOL block, mHTT CaM bind
COc1ccc(CCNC(=O)NC2CC(=O)N(C3CC3)C2)cc1 (stereo not drawn)
 : -4, -8
O=[N+]([O-])c1c(Nc2cccc(C(F)(F)F)c2)ncnc1Nc1cccc(C(F)(F)F)c1
 : -1, /
O=C1OC(c2ccccc2)=N/C1=C\c1coc2ccc(Cl)cc2c1=O
 : 6, -6
CCC(=O)N1CCc2sc(S(=O)(=O)Nc3cc(C)ccc3OC)cc2C1
 : -4, 6
CCCc1nc2cccnc2n1C1CCN(C(=O)c2ccsc2)C1 (stereo not drawn)
 : 1, 0
COc1ccc(C2C(C#N)=C(N)N3C(=C2C#N)Sc2ccccc23)cc1 (stereo not drawn)
 : -5&-2, -9&-2
CN1CCN(S(=O)(=O)c2cccs2)CC1
 : -6, -3
Cc1cc(C)nc(SCCS(=O)(=O)Cc2ccc(Cl)cc2)n1
 : 0, 0
Cc1cc(C)c2c(=O)[nH]c(SCC(=O)c3ccc(Br)cc3)nc2n1
 : 2, -1
CCCCS(=O)(=O)C1CCS(=O)(=O)C1 (stereo not drawn)
 : 6, -7
CC1CCCC(NC(=O)C2Cc3ccccc3CN2S(C)(=O)=O)C1C (stereo not drawn)
 : 1, 5
Cc1ccccc1Nc1nccc(C2CCCN(C(=O)CC(C)C)C2)n1 (stereo not drawn)
 : -4, 32
CCc1ccc(-c2csc(NC(=O)C3C4CCC(C4)C3C(=O)O)n2)cc1 (stereo not drawn)
 : -4, 12
Fc1ccc(Nc2nc(Cl)nc(Cl)n2)c(F)c1
 : /, 12
N#CCC(=O)NNC(=S)NCc1cccs1
 : -1, /
Cc1nnc2n1CCN(Cc1c(F)cccc1Cl)C2
 : -5, -3
Cc1ccc(-n2nc(C(C)C)c(C(=O)NC3CC3)c2C(C)C)cc1
 : -3, 6
NC(=O)CNC(=O)C1CCCc2c1[nH]c1ccc(Cl)cc21 (stereo not drawn)
 : -7, 10
CCN1CC=C2C(C#N)=C(N)C(C#N)(C#N)C(c3ccncc3)C2C1 (stereo not drawn)
 : -1, 0
CCOC(=O)C1CCN(C(=O)C2CCc3sc(C(=O)N4CCCCCC4)cc3C2)CC1 (stereo not drawn)
 : 1, 2

Rewritten tab-delimited: 13 of the compounds above
canonical_smiles	Pf apPOL block	mHTT CaM bind
Cc1cc(C)nc(SCCS(=O)(=O)Cc2ccc(Cl)cc2)n1	0	0
Cc1cc(C)c2c(=O)[nH]c(SCC(=O)c3ccc(Br)cc3)nc2n1	2	-1
CCCCS(=O)(=O)C1CCS(=O)(=O)C1 (stereo not drawn)	6	-7
CC1CCCC(NC(=O)C2Cc3ccccc3CN2S(C)(=O)=O)C1C (stereo not drawn)	1	5
Cc1ccccc1Nc1nccc(C2CCCN(C(=O)CC(C)C)C2)n1 (stereo not drawn)	-4	32
CCc1ccc(-c2csc(NC(=O)C3C4CCC(C4)C3C(=O)O)n2)cc1 (stereo not drawn)	-4	12
Fc1ccc(Nc2nc(Cl)nc(Cl)n2)c(F)c1	/	12
N#CCC(=O)NNC(=S)NCc1cccs1	-1	/
Cc1nnc2n1CCN(Cc1c(F)cccc1Cl)C2	-5	-3
Cc1ccc(-n2nc(C(C)C)c(C(=O)NC3CC3)c2C(C)C)cc1	-3	6
NC(=O)CNC(=O)C1CCCc2c1[nH]c1ccc(Cl)cc21 (stereo not drawn)	-7	10
CCN1CC=C2C(C#N)=C(N)C(C#N)(C#N)C(c3ccncc3)C2C1 (stereo not drawn)	-1	0
CCOC(=O)C1CCN(C(=O)C2CCc3sc(C(=O)N4CCCCCC4)cc3C2)CC1 (stereo not drawn)	1	2
